Compound activity: PubChem, National Center for Advancing Translational Sciences (NCATS)
RGS4 inhibitor = blocks human RGS4-accelerated GTP hydrolysis; P49798; Transcreener GDP fluorescence polarization, RGS4-accelerated GTP hydrolysis; Potency, µM (titrated, usually from 114 µM), for inactives: top-dose activity change, negative = inhibition, actives largely listed as inhibitors; 390,000 compounds, 0.039% hits; AID 504845; also: potency is read from the fitted curve at half-maximal effect; % is scaled to controls: 0 for no effect and ±100 for the full control effect; nearly all actives have a fitted effect of over 75% in size; some results filed as inactive show a strong effect at the top dose
Target sequence (P49798 whole entry, looked up): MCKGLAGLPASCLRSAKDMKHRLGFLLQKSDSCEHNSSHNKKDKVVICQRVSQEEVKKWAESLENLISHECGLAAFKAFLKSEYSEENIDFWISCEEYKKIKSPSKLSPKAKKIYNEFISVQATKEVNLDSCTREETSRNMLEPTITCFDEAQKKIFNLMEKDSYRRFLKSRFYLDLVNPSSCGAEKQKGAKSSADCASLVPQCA
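MLSMR compounds (23 nl, pin-transferred) preincubated 10 min at room temperature with a 500nM (2x) first reagent, then RGS4 at 900nM (2x) plus Transcreener GDP mix added; fluorescence polarization (620/688 nm) read before and after 90 min at 30 °C.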
Vif-APOBEC3F blk = inhibitors of Vif-A3F interaction. HeLa A3F-eYFP + Vif (tagged APOBEC3F with the HIV-1 protein that degrades it), YFP fluorescence increase. Potency, µM (doses to about 46.1 µM), without a hit: at the top dose activity, negative = active. 390,000 compounds, 0.2% hits. AID 602313; also: potency is read from the fitted curve at half-maximal effect; % of control where 0% means no effect; nearly all actives have a fitted effect of over 65% in size
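HeLa cells stably expressing A3F-eYFP plus Vif, plated and incubated overnight at 37 deg C, then exposed to compounds overnight at 37 deg C. Blocked degradation read as raised yellow fluorescence (Ex 488/Em 500-530).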
Glioma ERSR ind = induces the endoplasmic reticulum stress response in human glioma cells; U87-MG GRP78 promoter luciferase reporter, 16 h; 420,000 compounds, 0.02% hits; Potency, µM, for inactives: at the highest dose activation, most hits filed as activators; also: potency is read from the fitted curve at half-maximal effect; series mostly up to about 76 µM; % of control where 0% means no effect; nearly all actives have a fitted effect of over 35% in size
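Stably transfected U87-MG human glioma cells carrying a GRP78-based luminescent sensor were seeded at 1000 cells/well, pin-dosed with compounds and incubated 16 h. Luciferase reagent was then added, and end-point luminescence was read after 10 min at room temperature.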
LDHA block = inhibitors of human lactate dehydrogenase A. AID 1347041. purified LDHA, NADH/diaphorase-resazurin fluorescence; hits give low values. P00338. activity change, % (values are at about 110 or 230 µM). 480,000 compounds, 0.15% hits; in the data active = activity change below about -30%; inconclusive = mostly about -25% to -30%;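 also: plate controls were DMSO wells for no effect and wells without enzyme for full effect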
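Human LDH5 at 2 nM final in Tris HCl pH 7.4 with 0.06 mM NADH and 0.2 mM pyruvate, reacted 5 minutes at room temperature. Remaining NADH coupled via diaphorase/resazurin; resorufin fluorescence read at 0 and 20 minutes, normalized to enzyme-free and DMSO wells.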
Vif-A3G inh = blocks the Vif interaction with human APOBEC3G; AID 602310; HeLa A3G-eYFP + Vif (tagged APOBEC3G with the HIV-1 protein that degrades it), YFP fluorescence, overnight; Q9HC16; Potency, µM (doses to about 46.1 µM), inactives show at the highest dose activity, negative = active, hits mostly inhibitors; 410,000 compounds, 0.076% hits;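 also: potency is read from the fitted curve at half-maximal effect; % is scaled to controls: 0 for no effect and ±100 for the full control effect; nearly all actives have a fitted effect of over 60% in size; hits raise eYFP signal because A3G escapes Vif-driven loss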
Target sequence (Q9HC16 whole entry, looked up): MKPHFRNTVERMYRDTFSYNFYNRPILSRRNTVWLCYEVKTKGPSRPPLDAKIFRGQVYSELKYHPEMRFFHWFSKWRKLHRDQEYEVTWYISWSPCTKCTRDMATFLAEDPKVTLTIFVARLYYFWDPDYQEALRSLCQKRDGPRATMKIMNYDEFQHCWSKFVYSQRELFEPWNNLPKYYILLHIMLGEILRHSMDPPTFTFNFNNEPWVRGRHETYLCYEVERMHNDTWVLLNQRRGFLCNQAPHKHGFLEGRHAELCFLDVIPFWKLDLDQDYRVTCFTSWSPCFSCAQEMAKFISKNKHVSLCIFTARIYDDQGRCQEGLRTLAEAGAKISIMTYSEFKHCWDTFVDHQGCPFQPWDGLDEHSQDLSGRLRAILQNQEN
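Read-out is eYFP fluorescence (Ex 488/Em 500-530) from Vif-expressing HeLa A3G-eYFP cells; more signal means A3G escaped Vif-mediated degradation. Cells plated overnight, compound pinned in, incubated overnight at 37 deg C.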
ERG-DNA inh = inhibitors of human ERG Ets domain-DNA interaction; P11308; fluorescence polarization, His-ERG Ets domain / labelled DNA; Potency, µM (titrated, usually from 76.9 µM), for the others: at the top dose FP activity, negative = inhibition, hits mostly inhibitors; 370,000 compounds, 0.028% hits; active = well fitted inhibition curve with a large enough effect in the polarisation, with a control signal flat; inconclusive = small, poorly fitted or top-dose-only effect, or effect the other way, or a change in a side signal; inactive = no such curve, though single readings can be large or run the other way; the % refers to the polarisation;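 also: polarization taken with two DNA probes labelled with fluorescein and Texas red; potency is read from the fitted curve at half-maximal effect; % of control where 0% means no effect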
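His-tagged ERG Ets domain (1 uM in the protein solution; 300mM KCl, 50mM Tris-HCl, 1mM EDTA, 1mM DTT, pH 7.5) received compound, then a probe mix of 5 nM fluorescein-DNA and 100nM Texas-615-DNA. Fluorescence polarization was read for both dyes.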
D2 agonist = D2 dopamine receptor (human) agonism | AID 485358 | HEK293 T-REx D2 cells, calcium flux agonist mode | activation, % at 2 µM | P14416 | 340,000 compounds, 0.53% hits;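 active = activation over 3 SD above normal in the single-dose calcium agonist read, cut at about 30% in these data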; also: 0% is about no effect
Target sequence (P14416 whole entry, looked up): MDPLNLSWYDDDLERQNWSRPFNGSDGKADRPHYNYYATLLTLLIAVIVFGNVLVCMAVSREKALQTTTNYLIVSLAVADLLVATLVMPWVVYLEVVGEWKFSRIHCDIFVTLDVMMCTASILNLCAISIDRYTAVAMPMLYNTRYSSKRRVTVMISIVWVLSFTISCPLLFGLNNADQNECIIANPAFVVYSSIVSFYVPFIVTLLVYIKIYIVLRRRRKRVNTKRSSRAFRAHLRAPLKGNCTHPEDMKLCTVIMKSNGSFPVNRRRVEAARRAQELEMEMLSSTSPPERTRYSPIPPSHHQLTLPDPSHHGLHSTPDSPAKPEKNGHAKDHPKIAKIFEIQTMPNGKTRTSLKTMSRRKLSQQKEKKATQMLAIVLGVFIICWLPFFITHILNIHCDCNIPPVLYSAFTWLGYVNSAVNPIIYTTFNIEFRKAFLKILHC
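In this primary screen, compounds producing a positive calcium signal within 180 s of addition to tetracycline-induced, force-coupled HEK293 Trex D2 cells are flagged; cells are dye-loaded with a no-wash calcium kit beforehand.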
D2 antagonist = antagonists of human D2 dopamine receptor; P14416; HEK293 TREx D2 cells, calcium flux, dopamine EC80; inhibition, % at 10 µM; 340,000 compounds, 2% hits; AID 485344; in the data active = inhibition above about 30%; also: 0% is about no effect
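Inhibition of EC80 dopamine-driven calcium flux, recorded kinetically, defines activity here; cells are a tetracycline-induced HEK293 T-REx line expressing force-coupled D2.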
ALOX12 inh = inhibitors of human 12S-lipoxygenase ALOX12; Potency, µM (series often up to 108 µM), for the others: top-dose activity change, negative = inhibition, actives largely listed as inhibitors; purified 12hLO, xylenol orange hydroperoxide absorbance; P18054; 580,000 compounds, 1.1% hits; also: potency is read from the fitted curve at half-maximal effect; % is scaled to controls: 0 for no effect and ±100 for the full control effect
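Purified human 12hLO (150 nM final) in 25 mM Hepes, 0.01% Triton X-100, pH 7.0 was preincubated 15 min at room temperature with compound. Then 40 uM arachidonic acid was added, 30 min. Hydroperoxide was read by Fe-XO absorbance ratio 573/405 nm.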
* hit, by the source's call; ? = inconclusive; nt = not tested or not shown; [ ] = dose if it differs, or a comment. Unless noted, calls follow the shape of the dose curve; as a rule, active = well fitted curve in the direction sought with a large enough effect; inconclusive = small, poorly fitted or top-dose-only effect, or another doubt; inactive = no such curve, though single readings can be large; an effect the other way counts as inactive or inconclusive. Only part of the results is shown, so the mix of outcomes need not match the whole.

Under each structure – Glioma ERSR ind | Vif-APOBEC3F blk | ALOX12 inh | ERG-DNA inh | RGS4 inhibitor | D2 antagonist | Vif-A3G inh | D2 agonist | LDHA block
> Cc1ccc(Cc2c(C)nc3nc(SCC(=O)NCCCN4CCCCC4)nn3c2C)cc1
    -2% | 2% | -27% | 10% | -6% | -19 | 1% | 1.5 | -9
> CCOC(=O)N1CCN(c2c(NCc3ccc(Cl)cc3)c(=O)c2=O)CC1
    -5% | -4% | 29%[57.4 µM] | 1% | 4% | 4 | ? | -1.7 | -2
> CC(C)(C)C(=O)Nc1ccc(C(=O)NNC(=O)Cc2ccccc2)cc1
    1% | 6% | 0% | 3% | -47% | -6 | -4% | 0.8 | -5
> COc1ccccc1NC(=O)Cn1nc(Cc2cccnc2)c2ccccc2c1=O
    -4% | -5% | 0% | 1% | -2% | 2 | 0% | 0.0 | -8
> Oc1ccc(-c2ccccc2)cc1CN1CCCCCC1
    3% | -13% | 46% | -3% | -10%[56.9 µM] | 69* | 0% | -0.7 | -1
> COc1ccc(CN(Cc2nc3ccccc3c(=O)[nH]2)C(=O)c2ccco2)cc1
    1% | -7% | 38%[activator] | 2% | -27% | -20 | -10% | 0.4 | 3
> COc1ccc(C(=O)NN2CCOCC2)cc1[N+](=O)[O-]
    -1% | -1% | 10% | -7% | 9% | -18 | 4% | 1.2 | -1
> CCc1nc2ccc(C(=O)NC3CCN(C)CC3)cn2c1N(C)CCC(C)C
    -4% | nt | -3% | nt | nt | nt | 2% | nt | -2
> O=C1CCN(S(=O)(=O)c2ccccc2)C2CCCCC12 (configuration not stated)
    -3% | -7% | 0% | 7% | 5%[11.4 µM] | 8 | -1% | -3.3 | -4
> Cc1nn(-c2ccc(F)cc2)c(Cl)c1/C=C(\CC(=O)O)c1nc2ccccc2s1
    -2% | -2% | 8% | 2% | 29% | -5 | 0% | 0.5 | -3
> O=C(O)CC(CC(=O)Nc1ccc(Oc2ccccc2)cc1)c1ccccc1 (configuration not stated)
    1% | 0% | 109%[activator] | -1% | 9% | -8 | -4% | -0.5 | -8
> Brc1ccc(OCc2ccccc2)c(CNCC2CCCO2)c1 (configuration not stated)
    -2% | -1% | -6% | 2% | -13%[56.9 µM] | nt | 2% | nt | -2
> Cc1ccc(NC(=O)c2ccc(NCC3CCCO3)c([N+](=O)[O-])c2)cc1Cl (configuration not stated)
    -4% | 11µM* | -19% | 4% | ? | -10 | -26% | -1.1 | -7
> O=C(CCl)N=c1sccn1Cc1ccccc1Cl
    -15% | 2% | -16% | -11% | -12% | 9 | -21% | -0.3 | -3
> CCCN(C(=O)c1cc2c(s1)-c1ccccc1SC2)c1ccccc1F
    nt | nt | -11% | -3% | -3% | nt | nt | 0.7 | 0
> Cc1ccc(/C=C2/NC(=O)N(Cc3ccccc3F)C2=O)s1
    3% | ? | -25% | 5% | -3% | 21 | ? | 6.9 | -7
> Cc1cn(COC/C=C/c2ccccc2)c(=O)[nH]c1=O
    -2% | 1% | -5%[57.4 µM] | nt | -21% | -3 | -1% | 0.5 | -6
> N=C1C(c2nc3ccccc3c(=O)[nH]2)=C(O)CN1CCO
    2% | 10% | -20% | 5% | -1% | 6 | -2% | -1.0 | -6
> CN1CCN(S(=O)(=O)c2cccc(C(=O)Oc3ccc(C(C)(C)C)cc3)c2)CC1
    -2% | 6% | 0% | 0% | 21% | 34* | 2% | 0.7 | -8
> CCCCN1C(=O)CC(Sc2ncccc2C(=O)O)C1=O (configuration not stated)
    -4% | -4% | ? | -6% | 22% | 4 | 3% | 0.0 | -3
> COc1ccc([N+](=O)[O-])c(OC)c1C(=O)Nc1ccc(F)cc1F
    -9% | -3% | ? | -1% | 20% | 22 | 2% | -0.4 | -7
> CCOC1(OCC)OC(c2ccccc2)=C(C#N)C(C=Cc2ccccc2)C1(OCC)OCC (configuration not stated)
    -7% | -10% | -14% | nt | nt | nt | -1% | nt | -9
> Cc1ccc(CNC(=O)c2ccc[nH]2)cc1
    -4% | 0% | -9% | 2% | 5% | -8 | 2% | 0.0 | -12
> O=C(NCc1cccs1)C1CC1
    -2% | 7% | 1% | 5% | ? | 8 | 3% | -1.4 | -2
> COc1ccccc1C(CNC(=O)CN(C)S(=O)(=O)c1ccc(C)cc1)N1CCCC1 (configuration not stated)
    -5% | 2% | 5% | 19% | -5% | 13 | 1% | 0.1 | -2
> Cc1c(C(=O)NCC2CCCO2)cccc1[N+](=O)[O-] (configuration not stated)
    -5% | 3% | 0% | 4% | 10% | -1 | -5% | 1.2 | -7
> COc1ccc(-c2nnnn2-c2ccc(F)cc2F)cc1
    0% | 5% | 2% | -4% | -7% | 0 | -8% | -0.5 | -6
> COc1cc2[nH]c3c(=O)n(CCN(C(C)C)C(C)C)cnc3c2cc1OC
    -1% | -10% | 69%[activator][57.4 µM] | -1% | 18% | 5 | -1% | 0.2 | 8
> O=S(=O)(c1ccc(-c2ccon2)s1)N1CCN(c2ccccn2)CC1
    -7% | ? | 0% | -3% | 4% | 0 | -10% | -0.7 | -8
> O=C(Cn1cnc(S(=O)(=O)N2CCCCC2)c1)N1CCN(c2ccc([N+](=O)[O-])cc2)CC1
    1% | -7% | nt | ? | 20%[56.9 µM] | 6 | 0% | -0.6 | 0
> O=C(Nc1cccnc1Oc1ccc(Cl)cc1)c1cccc2ccccc12
    -7% | -2% | -19% | 12% | 14% | nt | 1% | nt | -6
> CCN(CC)S(=O)(=O)c1ccc(N2CCCC2)c(NC(=O)C2=NN(c3ccccc3)C(=O)CC2)c1
    -6% | -13% | ? | 15% | -2% | 10 | -2% | 13 | -1
> N#Cc1c(-c2ccccc2Cl)cc(-c2ccccc2)nc1Br
    -5% | -7% | 4% | nt | -47% | 9 | -4% | 0.3 | 2
> CCOC(=O)c1ccc2c(c1)nc(SCC(=O)c1cc3ccccc3o1)n2CC
    -3% | 5% | ? | ? | -29% | 3 | -21% | 0.4 | -1
> CCCc1nc(SCC(=O)Nc2nc3c(s2)CCCC3)c2ccccc2n1
    -3% | 2% | -30% | nt | -24% | 29 | -13% | 0.5 | -4
> CCOc1cc(N2CCOCC2)c(OCC)cc1NC(=O)CN1C(=O)NC2(CCCCC2)C1=O
    -5% | 0% | ? | -14% | 6% | -11 | -6% | 0.3 | 19
> O=C(Nc1cccc(O)c1)c1cc2nc(-c3ccc(Br)cc3)cc(C(F)(F)F)n2n1
    -3% | -1% | -25% | -1% | -31% | nt | -3% | -0.2 | -1
> Cc1ccc(N(CC(=O)NCC(C)c2ccccc2)S(=O)(=O)N(C)C)cc1 (configuration not stated)
    -3% | 0% | -29% | 3% | 11% | nt | -2% | 0.5 | 1
> COc1cccc(C(=O)Nc2cc(-c3cn4cccnc4n3)ccc2C)c1
    -3% | 1% | -20% | -4% | -17% | -6 | -8% | 4.7 | 4
> COCCn1nnnc1CN(CCc1ccccc1)Cc1cc2cc(OC)ccc2[nH]c1=O
    2% | -4% | -21% | 2% | -9% | nt | -8% | nt | 0
> Cn1cc(S(=O)(=O)N2CCOCC2)cc1C(=O)Nc1cccc(Cl)c1
    1% | -3% | 37%[activator] | -2% | 30% | 10 | -1% | -0.3 | -6
> CCCCn1c(CN2CCN(c3ccc(F)cc3)CC2)nc2c1c(=O)n(C)c(=O)n2C
    -4% | 1% | 32%[activator] | 3% | -8% | -6 | -1% | 1.1 | -8
> Cc1cc(NC(=O)c2cc(F)c(F)cc2Cl)no1
    -3% | -1% | 0% | 4% | -7% | -9 | -3% | 0.9 | 2
> CCN(C(=O)c1c(OC)cccc1OC)c1nnc(-c2cccnc2)s1
    -1% | 6% | 96%[activator][57.4 µM] | 15% | -12%[11.4 µM] | -13 | -24% | -0.3 | -1
> O=C(N/N=C\c1c(O)ccc2ccccc12)c1ccc(S(=O)(=O)N2CCCCC2)cc1
    -4% | ? | 3% | 11% | -13% | 5 | 0% | 17 | 9
> CC(C)C(NS(=O)(=O)c1cccc2nsnc12)C(=O)N1CCn2c1nc1ccccc12 (configuration not stated)
    -3% | 0% | 10%[57.4 µM] | -2% | -6% | -7 | -1% | 1.2 | 0
> CCOc1ccccc1N1CCN(C(=O)Nc2cccc(Cl)c2)CC1
    -2% | -6% | 0% | 1% | 0% | 19 | 2% | -0.6 | -2
> CCN(CC)S(=O)(=O)c1cccc(C(=O)NC2=NCCS2)c1
    -2% | 4% | 16% | 8% | -2% | 6 | -6% | 0.1 | -3
> CC(=O)c1cccc(-n2nnnc2SCC(=O)Nc2cc(C)on2)c1
    -7% | 1% | -3% | -8% | 3% | -2 | 0% | 0.0 | -2
> O=C1CCCC(=O)C1C(c1ccc(Cl)cc1)C1C(=O)CCCC1=O
    -6% | -34% | 0% | nt | 19% | 5 | -1% | -0.3 | -4
> O=C1C=CC(=O)N1
    -12% | 1% | 4% | -9% | ? | -4 | -2% | 0.3 | -11
> COc1ccc(-c2c(C#Cc3ccsc3)c3cc(-c4cccc5[nH]ccc45)ccc3n2C)cc1
    1% | -5% | 2% | -3% | 2% | nt | 1% | nt | -7
> S=C(NCCN1CCOCC1)Nc1cccc2ccccc12
    1% | -12% | -15% | 2% | -4% | -9 | 0% | -0.3 | -3
